GLP1R inv ag – qHTS of GLP-1 Receptor Inverse Agonists (Inhibition Mode); Glucagon-like peptide 1 receptor (Homo sapiens), P43220; HEK293 GLP-1R CRE-luciferase, luminescence, 24 h; GLP-1R form is constitutively active; Potency, µM (highest dose often 38.3 µM), for the others: at the highest dose activity change, negative = inhibition, actives largely listed as inhibitors; 410,000 compounds, 1.6% hits; AID 624417, 2012; note: potency is the fitted concentration of half-maximal effect; % is set by controls: 0 for no effect and ±100 for the full control effect; nearly all actives have a fitted effect of over 55% in size
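Inverse agonism was detected as reduced cAMP-driven luciferase luminescence after 24 h compound treatment. The cells were HEK293 clones expressing constitutively active human GLP-1R with the reporter. Reporter-only and GPR119 cell lines served as counterscreen controls.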
GLP1R cytotox – qHTS of GLP-1 Receptor Inverse Agonists: Cytotox Screen; HEK293 cAMP-luciferase reporter cells, luminescence, 24 h; Potency, µM (top dose mostly 38.3 µM), without a hit: at the highest dose activity change, negative = inhibition, hits mostly inhibitors; 410,000 compounds, 0.13% hits; AID 624418, 2012;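 note: loss of luciferase light is scored as toxicity; potency is the fitted concentration of half-maximal effect; % is set by controls: 0 for no effect and ±100 for the full control effect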
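Cells in DMEM/10% Nu serum/1% pen-strep, 1536-well format. Pre-incubated 12 h, dosed with 23 nL compound, incubated a further 24 h. Luciferase detection, 12 min at room temp, luminescence.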
WRN helicase inh – qHTS for Inhibitors of WRN Helicase. Bifunctional 3'-5' exonuclease/ATP-dependent helicase WRN (Homo sapiens), Q14191. WRN helicase unwinding, fluorescent forked duplex, kinetic. Potency, µM (highest dose often 114 µM), for inactives: at the top dose activity change, negative = inhibition, hits mostly inhibitors. 360,000 compounds, 0.46% hits. AID 651768, 2012; note: potency is the fitted concentration of half-maximal effect; % is set by controls: 0 for no effect and ±100 for the full control effect; nearly all actives have a fitted effect of over 55% in size
Target sequence (Q14191 whole entry, looked up): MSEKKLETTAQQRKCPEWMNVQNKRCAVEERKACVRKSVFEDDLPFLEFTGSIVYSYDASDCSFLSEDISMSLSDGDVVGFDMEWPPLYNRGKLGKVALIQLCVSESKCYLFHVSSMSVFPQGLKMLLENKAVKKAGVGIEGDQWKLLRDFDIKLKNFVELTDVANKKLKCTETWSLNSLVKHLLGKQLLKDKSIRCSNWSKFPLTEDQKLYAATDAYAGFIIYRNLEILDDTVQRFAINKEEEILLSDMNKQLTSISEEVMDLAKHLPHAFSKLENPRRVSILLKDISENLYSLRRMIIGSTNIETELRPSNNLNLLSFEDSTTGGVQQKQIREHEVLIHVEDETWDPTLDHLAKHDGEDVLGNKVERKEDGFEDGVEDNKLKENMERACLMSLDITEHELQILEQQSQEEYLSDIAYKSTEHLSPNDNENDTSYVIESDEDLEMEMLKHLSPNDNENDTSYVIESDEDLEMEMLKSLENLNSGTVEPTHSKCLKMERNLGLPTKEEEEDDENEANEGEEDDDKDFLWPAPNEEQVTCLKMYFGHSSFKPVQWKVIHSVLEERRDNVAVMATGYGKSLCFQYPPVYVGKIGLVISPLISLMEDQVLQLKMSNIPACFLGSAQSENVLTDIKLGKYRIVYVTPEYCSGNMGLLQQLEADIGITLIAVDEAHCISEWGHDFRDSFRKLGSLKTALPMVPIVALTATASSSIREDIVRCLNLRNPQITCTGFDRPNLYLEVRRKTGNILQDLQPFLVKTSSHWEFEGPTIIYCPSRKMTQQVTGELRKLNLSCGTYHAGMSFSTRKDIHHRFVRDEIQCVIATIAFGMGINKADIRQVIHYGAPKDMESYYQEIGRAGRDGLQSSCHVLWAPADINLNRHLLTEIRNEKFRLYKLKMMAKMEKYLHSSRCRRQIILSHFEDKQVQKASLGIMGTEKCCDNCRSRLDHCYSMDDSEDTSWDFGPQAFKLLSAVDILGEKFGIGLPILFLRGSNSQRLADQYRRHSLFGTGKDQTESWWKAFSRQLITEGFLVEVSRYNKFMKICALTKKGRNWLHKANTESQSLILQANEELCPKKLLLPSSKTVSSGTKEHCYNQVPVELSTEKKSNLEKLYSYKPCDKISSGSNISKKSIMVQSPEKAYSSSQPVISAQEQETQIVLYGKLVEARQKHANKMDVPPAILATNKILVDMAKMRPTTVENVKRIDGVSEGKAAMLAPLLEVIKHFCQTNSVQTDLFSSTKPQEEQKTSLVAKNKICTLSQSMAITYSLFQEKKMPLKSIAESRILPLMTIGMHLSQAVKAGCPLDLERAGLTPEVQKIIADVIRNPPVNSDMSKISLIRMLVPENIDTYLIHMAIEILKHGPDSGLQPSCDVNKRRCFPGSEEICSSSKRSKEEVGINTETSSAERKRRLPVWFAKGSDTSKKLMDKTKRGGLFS
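Enzyme (20 nM final) and test compound sit together 15 min at room temperature before substrate addition. Substrate is a single-forked duplex oligonucleotide (100 nM) labelled with fluorophore and quencher, with 2 mM ATP; helicase unwinding raises red fluorescence, read kinetically.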
PLK1 PBD inh – qHTS for Inhibitors of PLK1-PDB (polo-like kinase 1 - polo-box domain): Primary Screen; Serine/threonine-protein kinase PLK1 (Homo sapiens), P53350; Plk1 PBD binding of FITC phosphopeptide, fluorescence polarization; Potency, µM, for the others: max response, negative = inhibition, actives largely listed as inhibitors; 360,000 compounds, 2.8% hits; AID 720504, 2013; note: potency is the fitted concentration of half-maximal effect; series mostly up to about 57 µM; % is set by controls: 0 for no effect and ±100 for the full control effect; nearly all actives have a fitted effect of over 65% in size
PI5P4K alpha inh – qHTS for Inhibitors of phosphatidylinositol 5-phosphate 4-kinase (PI5P4K); Phosphatidylinositol 5-phosphate 4-kinase type-2 alpha (Homo sapiens), P48426; PI5P4Kalpha enzyme, ADP-Glo luminescence, 60 min; stronger effect = lower value; max response, %; 330,000 compounds, 1.2% hits; active = max response of -50% or lower; inconclusive = between -30% and -50%; inactive = -30% or higher; note: value at the top dose of about 77 µM; % is set by controls: 0 for no effect and ±100 for the full control effect
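ADP-Glo luminescence end-point after a 60 min room-temperature kinase reaction. PI5P4Kalpha and substrate in HEPES pH 7.4 buffer with EGTA, 0.1% CHAPS and 5% DMSO; ATP at 5 microM final.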
IL2 activator – qHTS of IL-2 Activators; activation, % (series mostly up to about 46 µM); 360,000 compounds, 0.065% hits; IL-2 activation reporter assay, cell-based qHTS; stimulated with anti-CD3/CD4/CD28 beads; in transgenic mouse T cells; in the data active = activation above about 50%; inconclusive = mostly about 30% to 49%; note: 0% is about no effect
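Unstimulated transgenic mouse T cells, 750 per well, received compound and, after 60 minutes, anti-CD3/anti-CD4 bead plus anti-CD28 stimulation. EGFP and DsRed were quantified after 18 hours.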
GLP1R ag – qHTS of GLP-1 Receptor Agonists; Glucagon-like peptide 1 receptor (Homo sapiens), P43220; 380,000 compounds, 0.007% hits; Potency, µM (doses to about 45.6 µM), without a hit: at the highest dose activation, usual class: activators; AID 624172, 2012; HEK293 GLP-1R CRE-luciferase, luminescence, 4-6 h; cells express a hypersensitive GLP-1R form; note: potency is the fitted concentration of half-maximal effect; % of control where 0% means no effect
DRD3 antagonist – qHTS of D3 Dopamine Receptor Antagonist: qHTS; max response, negative = inhibition, %; AID 652054, 2013; 360,000 compounds, 2.5% hits; D(3) dopamine receptor (Homo sapiens), P35462; D3R cells, DiscoveRx beta-arrestin luminescence, antagonist mode; stronger effect = lower value; in the data active = max response below about -50%; inconclusive = no clear call, values can overlap the other calls; note: % is set by controls: 0 for no effect and ±100 for the full control effect; mostly tested at two doses, the higher about 12 µM
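Cells expressing the human receptor were seeded at 1500 cells/well, incubated overnight at 37 degrees C in 5% CO2, then exposed to library compounds with dopamine controls for 90 minutes at 37 degrees C before luminescent detection.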
D3 ag – qHTS of D3 Dopamine Receptor Agonist: qHTS; D(3) dopamine receptor (Homo sapiens), P35462; D3R DiscoveRx beta-arrestin cells, luminescence, 90 min; max activation, %; 410,000 compounds, 0.58% hits; AID 652048, 2013; in the data active = max activation above about 30%; note: 0% is about no effect; mostly tested at two doses, the higher about 12 µM
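Agonist-mode cell screen: cells plated at 1500/well and incubated overnight at 37 °C, then exposed to library compounds for 90 min at 37 °C. Detection reagent was added for 30–60 min at room temperature, and luminescence was read.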
* hit, by the source's call; ? = inconclusive; nt = no result given; [ ] = another dose, or the depositor's remark. Unless noted, calls come from the whole dose curve; as a rule, active = well fitted curve in the direction sought with a large enough effect; inconclusive = small, poorly fitted or top-dose-only effect, or another doubt; inactive = no such curve, though single readings can be large; an effect the other way counts as inactive or inconclusive.

SMILES	GLP1R inv ag	GLP1R cytotox	WRN helicase inh	PLK1 PBD inh	PI5P4K alpha inh	IL2 activator	GLP1R ag	DRD3 antagonist	D3 ag
CCC(=O)Nc1cc(C(=O)O)ccc1Sc1ccc(C)cc1	-3.3%	-9.2%	4.0%	-7.2%	-4.6	0.1	-6.7%	-1.0	3.5
CN1C(=O)c2ccc(C(=O)Nc3ccc(Br)cn3)cc2C1=O	-7.9%	-10.2%	0.0%	0.5%	-1.8	-1.0	-3.9%	6.6	-1.8
CC1CC(C)CN(C(=O)CSc2nc3ccsc3c(=O)n2Cc2ccccn2)C1 (configuration not stated)	0.0%	8.4%	0.4%	-0.9%	nt	0.5	-6.7%	4.2	-4.8
O=C(NC(=S)N1CCCCC1)c1cccnc1	-27.6%	-29.6%	4.7%	-11.6%	3.0	-0.3	-6.6%	1.0	2.1
Cc1cc(C(=O)Nc2ccc(S(=O)(=O)Nc3onc(C)c3C)cc2)cs1	0.0%	8.1%	-7.0%	0.3%	nt	-3.5	-7.0%	-7.6	2.3
CCOc1cccc(CN2CCC(Oc3ccc(C(=O)NCc4ccccn4)cc3)CC2)c1	?	-7.7%	-0.2%	4.2%	-1.4	3.9	-4.4%	2.6	-2.0
Cc1ccc2cc(C#N)c(SCC(=O)N3CCCc4ccccc43)nc2c1	21.4%	-7.6%	2.3%	-7.5%	0.4	0.2	-1.9%	0.6	1.9
CCc1cc(C(=O)N2CCN(S(=O)(=O)c3cc(C)ccc3C)CC2)sc1C	?	-16.6%	-15.0%	-2.5%	3.6	0.9	15.9%	6.9	6.1
CC(C)(Cc1ccc(O)cc1)NC(=O)SCc1ccccc1	12.6µM*	3.0%	-31.7%	-7.8%	0.1	1.2	12.8%	-3.0	-8.1
Cc1ccc(N(C(=O)CNC(=O)c2ccco2)C(C(=O)NC2CCCC2)c2cccnc2)cc1 (configuration not stated)	20.9%	-0.8%	9.2%	-21.9%	-8.4	-3.2	0.4%	-23.2	7.2
Cc1ccccc1OCC(=O)OCC(=O)Nc1ccc2c(c1)OCCO2	2.1%	-3.9%	-3.4%	-7.0%	0.3	0.0	-6.0%	-21.0	-5.4
c1ccc(-c2nc3ccccn3c2-c2ccccc2)cc1	?	-13.1%	-0.7%	-9.1%	-0.5	2.0	3.7%	23.4	7.6
O=C(CSc1nnc(-c2ccc(F)cc2)c2ccccc12)Nc1cccc(Cl)c1	?	-4.1%	-9.3%	-9.1%	1.9	0.4	17.8%	-12.2	-0.3
Cn1c(NN)nc2sc3c(c2c1=O)CC(C)(C)OC3	-3.4%	-15.5%	-15.6%	-6.8%	nt	0.5	6.4%	42.6	0.8
O=c1cc(/C=C/c2c(F)cccc2Cl)[nH]c2ccccc12	0.3%	-22.8%	-26.7%[57.1 µM]	-9.9%	-1.5	-1.0	-0.3%	7.3	1.3
Cc1cc(NC(=O)c2ccc(Cl)cc2)no1	-1.0%	-11.6%	-7.0%	0.0%	nt	-1.6	-7.8%	-9.2	-4.1
Cc1ccc(C(=O)NC(CCc2ccccc2)C(=O)O)cc1 (configuration not stated)	10.8%	2.4%	-11.7%	-5.7%	-4.8	1.7	-1.2%	43.7	8.5
Cc1csc2ncc(C(=O)N(Cc3ccccc3)c3ccccn3)c(=O)n12	-4.5%	-4.8%	5.3%	-5.7%	-2.6	1.3	-2.4%	3.5	3.1
CCc1nnc(NC(=O)Cn2nnc(-c3ccccc3F)n2)s1	2.6%	6.1%	-4.9%	-8.6%	nt	-0.5	0.8%	5.5	-5.5
COc1ccccc1-c1cccc([C@@H]2C[C@H]3[C@H](CON3C)CN2Cc2ccccc2)c1	?	0.2%	-6.3%	-1.5%	16.9	-0.4	2.5%	-23.6	-40.0
CN(C)CCNC(=O)c1ccc(-c2cnn(C)c2)c2ccoc12	18.0%	1.0%	3.1%	5.0%	-0.2	0.7	-1.1%	8.8	4.9
Cc1ccc(S(=O)(=O)/N=C/c2ccco2)cc1	-0.5%	7.3%	-26.3%	-13.2%	0.1	-2.5	-7.2%	17.1	7.8
COC(=O)CSc1nc2c(c(-c3ccco3)c1C#N)CCCC2	-29.4%	1.2%	-28.9%	26.7µM*	?	-2.8	0.1%	1.7	2.5
CCS(=O)(=O)c1nc(S(=O)(=O)c2ccc(C)cc2)c(NCc2ccccn2)s1	8.0%	10.4%	-20.3%	-7.8%	-10.4	-4.2	-3.6%	-14.8	-5.1
N=C1C(c2ccccc2)=C(O)CN1NC(=O)c1ccccc1	3.4%	10.2%	-5.1%	-6.0%	-3.7	1.3	?	7.7	0.4

An excerpt from above, limited to WRN helicase inh and D3 ag.
Structure | WRN helicase inh | D3 ag
Cc1cc(NC(=O)c2ccc(Cl)cc2)no1 | -7.0% | -4.1
Cc1ccc(C(=O)NC(CCc2ccccc2)C(=O)O)cc1 (configuration not stated) | -11.7% | 8.5
Cc1csc2ncc(C(=O)N(Cc3ccccc3)c3ccccn3)c(=O)n12 | 5.3% | 3.1

Next section
SMILES	GLP1R inv ag	GLP1R cytotox	WRN helicase inh	PLK1 PBD inh	PI5P4K alpha inh	IL2 activator	GLP1R ag	DRD3 antagonist	D3 ag
CCCN(CC(=O)Nc1c(C)cccc1CC)C(=O)SCC	-11.6%	22.5%	-7.0%	0.0%	-2.7	0.3	0.5%	-23.2	-7.4
COCc1c(C(N)=O)nnn1-c1nonc1N	-0.6%	5.0%	-9.8%[57.1 µM]	-6.7%	nt	0.0	-0.1%	6.7	3.9
COc1ccc(C2=NOC(Cn3nc(C(=O)NCc4ccc(C)cc4)cc3-c3ccccc3)C2)cc1 (configuration not stated)	?	-25.2%	-3.0%	-3.3%	-2.1	-0.5	8.5%	17.3	-1.6
CCN(C(=O)Cn1c(=O)oc2cc(S(=O)(=O)N3CCOCC3)ccc21)c1ccccc1	13.7%	2.8%	-0.8%	-0.5%	-3.2	0.1	7.8%	0.5	-17.5
CCCOc1ncnc2c1[nH]c1ccc(C)cc12	?	-20.7%	-0.3%	-1.0%	-1.4	-0.5	19.6%	20.3	10.2
Cc1ccc(-c2csc(N(CCCN3CCOCC3)C(=O)c3ccco3)n2)cc1	?	8.5%	-17.5%	-2.3%	nt	0.1	17.7%	11.1	-13.4
Cc1ccc(NC(=O)CSc2cccc[n+]2[O-])c([N+](=O)[O-])c1	-7.5%[0.307 µM]	-3.6%[0.307 µM]	1.6%	0.1%	-4.2	-0.2	14.7%	-20.8	2.0
CCOc1ccc(NC(=O)CN(C)C(=O)c2c(C)noc2C)cc1OCC	3.3%	6.3%	3.5%	2.8%	-3.9	0.2	-6.3%	4.2	-0.1
CCOC(=O)CNc1nc(Cl)nc(Nc2ccc(C)cc2)n1	10.0%	0.3%	-6.3%	3.6%	3.1	2.1	3.1%	1.4	-8.1
CCn1c(SCC(=O)NCc2ccco2)nnc1-c1c[nH]c2ccccc12	-25.0%	3.9%	-4.1%	-9.1%	nt	-2.2	-7.3%	6.0	4.8
COc1ccccc1/C=C/C(=O)OCc1nc2ccccc2c(=O)[nH]1	3.0%	20.7%	0.7%	-7.8%	3.3	-3.1	0.4%	3.1	6.0
O=C(Cc1ccc(Cl)cc1)NC1CC(=O)N(c2ccc3c(c2)OCCO3)C1 (configuration not stated)	5.5%	-1.4%	nt	nt	nt	nt	0.4%	nt	1.1
COc1ccc(CCN2CC34C=CC(O3)C(C(=O)NCc3ccccc3Cl)C4C2=O)cc1OC (configuration not stated)	-6.5%	6.6%	0.1%	-14.4%	nt	-2.6	3.5%	-6.1	-4.1
COC(=O)c1ccc(CSc2nnc(C)n2N)o1	-0.5%	-3.1%	-11.3%	-2.3%	-5.5	0.7	-3.8%	7.3	-0.8
Cc1nn(CC(=O)OCC(=O)c2ccc(OC(F)F)cc2)c(C)c1[N+](=O)[O-]	6.3%	7.2%	8.7%	-0.4%	-5.3	1.6	-0.8%	-14.3	1.5
CCC(=O)N1c2ccccc2NC2=C(C(=O)CCC2)C1c1ccco1 (configuration not stated)	16.6%	-5.5%	-3.3%	-14.2%	-10.9	-1.0	2.1%	2.6	-19.1
O=C(OCC(=O)C12CC3CC(CC(C3)C1)C2)c1cccnc1	-1.1%	5.3%	4.4%[57.1 µM]	?	-1.9	-0.9	2.0%	8.6	8.8
CCOC(=O)C1(CCOC)CCN(C(=O)Cc2ccsc2)CC1	2.2%	1.4%	-5.5%	-0.7%	6.3	0.7	-2.0%	8.1	2.2
Cc1ccc2nc(SCC(=O)Nc3ccc(C(N)=O)cc3)[nH]c2c1	12.4%	18.3%	-32.5%	-16.2%	-3.6	-0.7	9.5%	-21.1	-7.3
COC(=O)/C(=C(O)\C=C\c1ccccc1[N+](=O)[O-])c1nc2ccccc2[nH]1	10.9%	-13.2%	-27.0%	-10.6%	-2.2	-0.7	20.0%	8.0	2.2
Cc1ccc(-c2nc(-c3nccc4ccccc34)oc2-c2ccccc2)cc1	-4.5%	15.3%	-2.1%	-24.6%	13.1	0.0	-2.5%	-15.2	-5.7
Cc1cc(C(C)(C)C)ccc1OC(=O)C1=CC=CN2CCS(=O)(=O)N=C12	8.1%	-3.1%	-3.6%	-6.3%	1.5	-5.9	0.7%	0.8	-16.6
CCC(=O)Nc1cc(Cl)ccc1N1CCN(C(=O)CC)CC1	8.3%	-12.9%	-0.6%	-5.7%	5.3	1.5	21.8%	46.7	-3.0
